From PubChem BioAssay
PKA-R1A act: activators of PKA-R1A holoenzyme, primary screen, biochemical, fluorescence polarization, Cy5-IP20, bovine R1A, mouse PKAc; activation, % at 11.4 µM; PKA-R1A dissociation; scaled: DMSO 0%, 113 µM cGMP 100%; actives 0.083% (n = 340,000);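 active = percent activation above the mean of all tested compounds plus 3 SD, cut at about 19% in these data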;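 also: higher means more PKAc released from R1A so a rise in polarization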
phage Ecoli inh: growth loss of phage-infected E. coli, primary screen, RecBCD inhibitor project, absorbance, with phage, HTS; inhibition, % at 11.9 µM; actives 0.26% (n = 360,000); in the data active = inhibition above about 11%
Arr AP2 block: inhibitors of beta-arrestin/AP2 binding, primary screen, biochemical, GPCR trafficking, flow cytometry; FITC-arrestin peptide / GST-AP2 beads; AP2 beta2 appendage carries R879A mutation; beta-arrestin 1 C-terminal peptide binding to AP2 beta2-adaptin appendage (human); inhibition, % at 10 µM; actives 0.31% (n = 340,000);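 active = inhibition above a set limit, near 3 SD of compounds lacking own fluorescence, cut at about 54% in these data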;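 also: plate controls were DMSO wells for no effect and 5 µM unlabelled arrestin peptide for full effect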
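System: GST-AP2 R879A glutathione beads; medium: PBS, Tween 20 0.05%, BSA 0.1%; reagent: fluorescein-tagged arrestin peptide at 50 nM final; schedule: pre-incubation 12 min, peptide binding 1 h, room temperature; detection: flow cytometry, FL1 (488/535 nm); read-out: inhibition as reduced fluorescein signal on beads, percent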
Pemphigus Ab inh: inhibitors of pemphigus antibody binding to DSG3, primary screen, biochemical, bead-based, flow cytometry, scFv-GFP; binding (percent of control), % at 10 µM; Desmoglein-3 (Homo sapiens), P32926; DSG3-coupled beads, scFv-anti-DSG3-GFP binding; active compounds read low; actives 0.48% (n = 310,000);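 active = binding more than 3 SD below its plate's average and above zero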;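 also: hits lower antibody fragment binding to DSG3; some compounds called inactive have numbers as strong as hits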
PfHsp90 yeast 2: growth inhibition of PfHsp90-expressing yeast, primary screen, antimalarial PfHsp90 inhibitor project, S. cerevisiae, BacTiter-Glo luminescence, single point, set 2; BacTiter-Glo ATP, 48 h; yeast lacking PDR1 and PDR3 efflux regulators; inhibition, % at 9.4 µM; actives 0.32% (n = 310,000);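 active = every replicate shows inhibition above about 80%, whatever the replicate mean, limit read from the data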;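 also: 0% = DMSO neutral controls and 100% = 20 µM radicicol positive controls; yeast relying on Plasmodium falciparum Hsp90 in place of its own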
OPRM1-OPRD1 ag: agonists of OPRM1-OPRD1 heterodimerization, primary screen, cell-based, luminescence; Mu-type opioid receptor (Homo sapiens) + Delta-type opioid receptor (Homo sapiens), …; activation, % at 9.3 µM; cells; actives 0.3% (n = 340,000); in the data active = activation above about 18%;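 also: 0% = vehicle-treated cells and 100% = reference agonist; values of inactives mirror those of a sister screen read the other way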
Target sequence (P35372 whole entry, looked up): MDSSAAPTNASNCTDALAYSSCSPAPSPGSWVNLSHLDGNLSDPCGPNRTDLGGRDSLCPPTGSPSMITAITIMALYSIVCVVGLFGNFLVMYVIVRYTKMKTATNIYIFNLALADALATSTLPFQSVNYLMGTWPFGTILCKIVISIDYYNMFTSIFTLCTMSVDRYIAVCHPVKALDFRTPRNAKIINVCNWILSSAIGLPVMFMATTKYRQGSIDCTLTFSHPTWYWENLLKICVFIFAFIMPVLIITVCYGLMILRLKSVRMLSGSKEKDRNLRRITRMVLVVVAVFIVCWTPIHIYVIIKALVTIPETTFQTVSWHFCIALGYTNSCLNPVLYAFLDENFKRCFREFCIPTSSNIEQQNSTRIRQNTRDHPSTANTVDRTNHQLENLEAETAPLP
Target sequence (P41143 whole entry, looked up): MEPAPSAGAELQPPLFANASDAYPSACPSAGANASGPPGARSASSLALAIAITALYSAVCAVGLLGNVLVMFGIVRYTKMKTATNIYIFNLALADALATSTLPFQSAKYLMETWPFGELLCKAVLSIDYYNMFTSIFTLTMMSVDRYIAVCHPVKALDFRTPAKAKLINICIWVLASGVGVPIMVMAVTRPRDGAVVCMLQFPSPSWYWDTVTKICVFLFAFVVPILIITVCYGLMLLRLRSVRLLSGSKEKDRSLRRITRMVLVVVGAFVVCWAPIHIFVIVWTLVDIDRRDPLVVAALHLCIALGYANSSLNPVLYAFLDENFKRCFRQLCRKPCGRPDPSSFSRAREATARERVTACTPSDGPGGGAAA
SUMO Mot1 rescue: yeast Mot1-301 growth rescue at high temperature, primary screen, SUMOylation pathway inhibitor project, S. cerevisiae, ATP luminescence, 38.5C. S. cerevisiae Mot1-301 growth rescue; percent above DMSO median, 100 means doubled. growth rescue, % at 18.8 µM. actives 1% (n = 320,000). AID 2716, 2010;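 active = every valid replicate shows activation above 250% relative to neutral control wells; inactive = the rest, any valid replicate at or below 250%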;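 also: OY570 slx delta 5 strain wells were the positive control but not used for scaling; some compounds called inactive have numbers as strong as hits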
Ecoli viability: E. coli V3065 growth inhibition, primary screen, counter-screen for AddAB inhibitor project, absorbance, OD600 | 18 h | inhibition, % at 11.9 µM | actives 0.27% (n = 330,000) | AID 449728, 2010;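 active = inhibition above the campaign's mean inhibition across all tested compounds plus 3 SD, cut at about 9.9% in these data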;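 also: uninfected addAB+ strain grown without phage in ampicillin broth; 0% = DMSO wells and 100% = ciprofloxacin 0.95 µg/ml wells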
AddAB inh: growth inhibition of E. coli expressing H. pylori AddAB, primary screen, AddAB inhibitor project, absorbance; inhibition, % at 11.9 µM; actives 0.29% (n = 330,000); AID 435030, 2010; in the data active = inhibition above about 12%;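 also: 0% = vehicle wells of infected cells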
Tat transport: E. coli Tat export inhibitors, primary screen, MC4100, TorA-mCherry reporter, fluorescence, single point | inhibition, % at 10 µM | actives 0.036% (n = 340,000) | AID 488895, 2010;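 active = mean replicate inhibition at least 50% and at least half of replicates individually reaching 50%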;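 also: exported cargo escapes ClpAP degradation while cytoplasmic cargo is degraded and loses fluorescence; 0% = median of neutral control wells and 100% = median of NaSCN control wells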
OPRM1-OPRD1 inv: inverse agonists of MOR-DOR heterodimerization, primary screen, cell-based, luminescence; inhibition, % at 9.3 µM; Mu-type opioid receptor (Homo sapiens) + Delta-type opioid receptor (Homo sapiens), …; cell-based MOR-DOR heterodimer luminescence, inverse agonism; actives 0.21% (n = 340,000); AID 504357, 2011; in the data active = inhibition above about 22%, passing the limit was not always enough;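 also: 0% = cells with DMSO and 100% = wells without cells with DMSO; values of inactives mirror those of a sister screen read the other way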
* hit, by the source's call.

`CCC(C)[C@H](NC(=O)[C@@H]1Cc2c([nH]c3ccccc23)C2c3ccccc3C(=O)N21)C(=O)N1CCC[C@@H]1C(=O)O` (stereo partly specified) gave PKA-R1A act -9, phage Ecoli inh 4.6, Arr AP2 block -5, PfHsp90 yeast 2 13, OPRM1-OPRD1 ag -2.6, SUMO Mot1 rescue 5, Ecoli viability 1.2, AddAB inh 2.2, Tat transport 2 and OPRM1-OPRD1 inv 13.
`Cn1c(=O)c2c(nc(N3CCCCC3)n2CCNC2=NCCC2)n(C)c1=O` gave PKA-R1A act -7, phage Ecoli inh 2.0, Arr AP2 block -15, Pemphigus Ab inh 88, PfHsp90 yeast 2 8, SUMO Mot1 rescue -6, Ecoli viability 0.2, AddAB inh 2.6 and Tat transport 2.
For CCOC(=O)CNC(=O)CSc1nc(N)cc(N)n1 the results were PKA-R1A act -6, phage Ecoli inh 2.8, Arr AP2 block 16, Pemphigus Ab inh 96, OPRM1-OPRD1 ag -1.6, SUMO Mot1 rescue 36, Ecoli viability 3.2, AddAB inh 1.2, Tat transport 1 and OPRM1-OPRD1 inv 9.
Screening CCSc1nnc(SCC(=O)NC2CCCCC2)s1 returned PKA-R1A act -5, phage Ecoli inh 9.1, Arr AP2 block -5, Pemphigus Ab inh 98, PfHsp90 yeast 2 3, OPRM1-OPRD1 ag -1.7, SUMO Mot1 rescue -5, Ecoli viability -1.2, AddAB inh 0.3, Tat transport -3 and OPRM1-OPRD1 inv 7.
Cc1ccc(NC(=O)CN2C(=O)COc3ccc(S(=O)(=O)N4CCCC4)cc32)cc1C was read as PKA-R1A act -6, phage Ecoli inh 2.2, Arr AP2 block 31, Pemphigus Ab inh 108, PfHsp90 yeast 2 -4, OPRM1-OPRD1 ag -2.6, SUMO Mot1 rescue 4, Ecoli viability -0.2, AddAB inh -0.8, Tat transport -1 and OPRM1-OPRD1 inv 14.
For CCN(CC)c1ccc(-c2n[nH]c(=S)n2-c2ccccc2C)cc1 the results were PKA-R1A act 3, phage Ecoli inh 1.5, Arr AP2 block -10, Pemphigus Ab inh 103, PfHsp90 yeast 2 -4, OPRM1-OPRD1 ag 0.9, Ecoli viability -1.4, AddAB inh -0.2, Tat transport 6 and OPRM1-OPRD1 inv -5.
Screening O=C(c1ccc2c(c1)OCCO2)C1CCN(C(=O)Nc2ccccc2F)CC1 returned PKA-R1A act -2, phage Ecoli inh 0.5, Arr AP2 block -7, Pemphigus Ab inh 98, PfHsp90 yeast 2 -4, OPRM1-OPRD1 ag -2.3, SUMO Mot1 rescue -13, Ecoli viability 0.6, AddAB inh 0.6, Tat transport -8 and OPRM1-OPRD1 inv 13.
`OC(CN1CCN(c2ccccc2F)CC1)c1ccc(F)cc1` (stereo unspecified) gave PKA-R1A act -6, phage Ecoli inh 1.8, Arr AP2 block 4, Pemphigus Ab inh 106, PfHsp90 yeast 2 3, OPRM1-OPRD1 ag 0.3, SUMO Mot1 rescue 15, Ecoli viability 0.2, AddAB inh 0.6, Tat transport 3 and OPRM1-OPRD1 inv -1.
COc1ccc(OCc2cn(CC(=O)c3ccc(O)cc3)nn2)cc1 was read as PKA-R1A act 3, phage Ecoli inh 4.0, Arr AP2 block 37, Pemphigus Ab inh 103, PfHsp90 yeast 2 -10, OPRM1-OPRD1 ag -5.2, Tat transport 1 and OPRM1-OPRD1 inv 24.
For Cc1nnc(N/N=C/C2CC=CCC2)[nH]c1=O (stereo unspecified) the results were PKA-R1A act 5, phage Ecoli inh 1.1, Arr AP2 block 14, Pemphigus Ab inh 100, PfHsp90 yeast 2 -1, OPRM1-OPRD1 ag -0.9, SUMO Mot1 rescue 14, Ecoli viability -0.2, AddAB inh -0.3, Tat transport -6 and OPRM1-OPRD1 inv 5.
Screening Cc1ccc(CCNC(=O)CS(=O)Cc2nc(-c3cccs3)oc2C)cc1 (stereo unspecified) returned PKA-R1A act 3, phage Ecoli inh 2.1, Arr AP2 block 19, Pemphigus Ab inh 101, PfHsp90 yeast 2 6, OPRM1-OPRD1 ag -2.6, SUMO Mot1 rescue -5, Ecoli viability 0.8, AddAB inh 0.7, Tat transport -3 and OPRM1-OPRD1 inv 14.
For CCCCOc1cccc(/C=C(\C#N)C(=O)NC2CC2)c1 the results were PKA-R1A act 10, phage Ecoli inh 3.1, Arr AP2 block 31, PfHsp90 yeast 2 -5, OPRM1-OPRD1 ag -0.6, SUMO Mot1 rescue -3, Ecoli viability -1.0, AddAB inh -0.9, Tat transport 5 and OPRM1-OPRD1 inv 3.
`O=C(Nc1ccc(F)cc1F)Nc1csc2ccccc12` gave phage Ecoli inh 5.4, Arr AP2 block 15, Pemphigus Ab inh 113, SUMO Mot1 rescue 10, Ecoli viability 4.8 and AddAB inh 5.8.
For Cc1cccc(C(=O)Nc2ccc(S(=O)(=O)Nc3nc(C)cc(C)n3)cc2)c1 the results were PKA-R1A act -1, phage Ecoli inh -0.9, Arr AP2 block -11, Pemphigus Ab inh 14*, PfHsp90 yeast 2 -12, OPRM1-OPRD1 ag -1.5, SUMO Mot1 rescue 7, Ecoli viability -1.5, AddAB inh 3.3, Tat transport 6 and OPRM1-OPRD1 inv 7.
Screening CNC(=O)NC(=O)COC(=O)/C=C/c1cccc(Br)c1 returned PKA-R1A act -3, phage Ecoli inh 2.4, Arr AP2 block -4, Pemphigus Ab inh 97, PfHsp90 yeast 2 -4, OPRM1-OPRD1 ag -1.5, Ecoli viability -0.2, AddAB inh 0.5, Tat transport -1 and OPRM1-OPRD1 inv 7.
For Cc1[nH]c2ccccc2c1C(=O)CN1CCCC1 the results were PKA-R1A act -5, phage Ecoli inh 1.9, Arr AP2 block 10, Pemphigus Ab inh 99, OPRM1-OPRD1 ag 2.2, SUMO Mot1 rescue 69, Ecoli viability -1.5, AddAB inh 1.8, Tat transport 8 and OPRM1-OPRD1 inv -13.
For O=C1c2ccccc2C(=O)C1c1nccc2ccccc12 the results were PKA-R1A act 6, phage Ecoli inh 1.5, Arr AP2 block 41, Pemphigus Ab inh 109, PfHsp90 yeast 2 12, OPRM1-OPRD1 ag 6.7, SUMO Mot1 rescue -12, Ecoli viability 0.9, AddAB inh 1.8, Tat transport 2 and OPRM1-OPRD1 inv -38.
CSc1cc(-c2ccc(Cl)cc2)c(C(=O)N2CCCC2)s1 was read as PKA-R1A act 1, phage Ecoli inh 1.0, Arr AP2 block 8, Pemphigus Ab inh 102, PfHsp90 yeast 2 -30, OPRM1-OPRD1 ag 1.3, SUMO Mot1 rescue -12, Ecoli viability -0.3, AddAB inh 2.1, Tat transport 10 and OPRM1-OPRD1 inv -6.
`CCOP(=O)(OCC)C(NC(C)=O)C(=O)c1ccccc1` (stereo unspecified) gave PKA-R1A act -7, phage Ecoli inh 3.0, Arr AP2 block -11, Pemphigus Ab inh 102, PfHsp90 yeast 2 -1, OPRM1-OPRD1 ag -2.0, SUMO Mot1 rescue 3, Ecoli viability -1.9, AddAB inh 1.2, Tat transport -3 and OPRM1-OPRD1 inv 11.
CSc1ccccc1C(=O)N1CCC(CCC(=O)NC2CC2)CC1 was read as PKA-R1A act -2, phage Ecoli inh 1.9, Arr AP2 block 6, Pemphigus Ab inh 96, PfHsp90 yeast 2 0, OPRM1-OPRD1 ag -2.8, SUMO Mot1 rescue -14, Ecoli viability -2.1, AddAB inh -1.4, Tat transport 3 and OPRM1-OPRD1 inv 14.
Screening COc1ccc(-c2cn[nH]c2-c2ccc(OCC(=O)NN)cc2O)cc1OC returned PKA-R1A act 12, phage Ecoli inh 3.1, Arr AP2 block 6, Pemphigus Ab inh 104, PfHsp90 yeast 2 -3, OPRM1-OPRD1 ag 0.0, SUMO Mot1 rescue 408, Ecoli viability 3.9, AddAB inh 2.0, Tat transport 2 and OPRM1-OPRD1 inv 0.
Screening COc1ccc(N2CCN(C(=O)CCNC(=O)c3ccc(C(C)(C)C)cc3)CC2)cc1 returned PKA-R1A act 4, phage Ecoli inh 2.9, Arr AP2 block 14, Pemphigus Ab inh 102, PfHsp90 yeast 2 8, OPRM1-OPRD1 ag -5.6, SUMO Mot1 rescue 2, Ecoli viability 1.9, AddAB inh -1.4, Tat transport -2 and OPRM1-OPRD1 inv 26.
`CC1(c2ccccc2)NC(=O)N(CC(=O)NNC(=O)c2ccccc2F)C1=O` (stereo unspecified) gave PKA-R1A act 6, phage Ecoli inh -0.8, Arr AP2 block 42, Pemphigus Ab inh 101, OPRM1-OPRD1 ag -0.8, Tat transport -5 and OPRM1-OPRD1 inv 5.
`CN(Cc1ccccc1)c1ccc(N2C(=O)CCCC2=O)cc1[N+](=O)[O-]` gave PKA-R1A act 0, phage Ecoli inh 3.2, Arr AP2 block -13, Pemphigus Ab inh 100, PfHsp90 yeast 2 5, OPRM1-OPRD1 ag -0.1, SUMO Mot1 rescue -32, Ecoli viability 2.6, AddAB inh 2.0, Tat transport -1 and OPRM1-OPRD1 inv 0.
`CN(Cc1cccc(F)c1)C(=O)CNS(=O)(=O)c1ccc2ccccc2c1` gave PKA-R1A act 4, phage Ecoli inh -2.2, Arr AP2 block -15, Pemphigus Ab inh 109, PfHsp90 yeast 2 -3, OPRM1-OPRD1 ag 0.6, SUMO Mot1 rescue 23, Ecoli viability 2.1, AddAB inh 1.0, Tat transport -9 and OPRM1-OPRD1 inv -3.
Screening C[C@H]1CC[C@]2(O[C@@H](CCO)C[C@@H](O)[C@@H]2O)O1 returned PKA-R1A act 5, phage Ecoli inh 0.4, Arr AP2 block -3, Pemphigus Ab inh 99, OPRM1-OPRD1 ag 3.6, SUMO Mot1 rescue -4, Ecoli viability -2.6, AddAB inh -0.1, Tat transport 20 and OPRM1-OPRD1 inv -20.
`COc1ccccc1OCCn1c(=O)oc2ccc(C)cc21` gave PKA-R1A act -4, phage Ecoli inh 0.5, Arr AP2 block 7, Pemphigus Ab inh 103, PfHsp90 yeast 2 -11, OPRM1-OPRD1 ag 2.6, SUMO Mot1 rescue -13, Ecoli viability -2.3, AddAB inh 2.7, Tat transport 17 and OPRM1-OPRD1 inv -13.
Screening CC(=O)Nc1ccc(S(=O)(=O)N(CC(=O)NC2CC2)Cc2ccccc2)cc1 returned PKA-R1A act 6, phage Ecoli inh 3.5, Arr AP2 block 8, Pemphigus Ab inh 105, PfHsp90 yeast 2 -1, OPRM1-OPRD1 ag -0.4, SUMO Mot1 rescue 0, Ecoli viability 3.0, AddAB inh 1.3, Tat transport 3 and OPRM1-OPRD1 inv 2.
